# High-throughput results as filed in PubChem BioAssay.
# UHRF1 MBD2 ctr – UHRF1 methylated DNA binding inhibitors, primary screen, counter-screen for MBD2 inhibitor project, biochemical, TR-FRET, human UHRF1, single concentration; E3 ubiquitin-protein ligase UHRF1 (Homo sapiens), Q96T88; UHRF1 binding to methylated oligo; inhibition, % at 4.4 µM; 370,000 tested, 0.75% active; AID 687016, 2013; in the data active = inhibition above about 21%;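 also: UHRF1 SRA domain binding a hemimethylated CpG hairpin DNA probe; 0% = median of test compound wells and 100% = reference inhibitor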
# TDP2 inh – human TDP2 enzyme inhibitors, primary screen, biochemical, epi absorbance, recombinant enzyme; inhibition, % at 12.8 µM; 370,000 tested, 0.34% active; T5PNP hydrolysis, p-nitrophenol absorbance 415 nm; Tyrosyl-DNA phosphodiesterase 2 (Homo sapiens), O95551;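 active = inhibition above the mean of all tested compounds plus 3 SD, set per campaign, cut at about 25% in these data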;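 also: 0% = DMSO with enzyme and 100% = buffer with substrate but no TDP2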
# Target sequence (O95551 whole entry, looked up): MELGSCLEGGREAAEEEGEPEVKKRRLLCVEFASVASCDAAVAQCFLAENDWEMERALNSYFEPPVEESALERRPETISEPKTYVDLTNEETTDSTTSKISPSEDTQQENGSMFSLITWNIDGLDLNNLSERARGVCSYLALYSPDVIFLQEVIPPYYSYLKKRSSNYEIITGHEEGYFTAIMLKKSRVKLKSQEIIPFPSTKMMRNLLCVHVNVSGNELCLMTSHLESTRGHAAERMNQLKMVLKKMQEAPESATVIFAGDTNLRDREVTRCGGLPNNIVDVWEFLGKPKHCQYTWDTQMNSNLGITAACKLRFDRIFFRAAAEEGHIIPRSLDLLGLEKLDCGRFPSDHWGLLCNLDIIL
#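 test system = human TDP2 enzyme | input = TDP2 enzyme at 120 nM final | medium = 50 mM Tris-HCl pH 7.5 with Mg2+, KCl, DTT, BSA | also added = T5PNP substrate, 5 mM | times = 2 h at 37 °C | technique = epi absorbance | benchmarks = high control without enzyme, low control DMSO plus TDP2 | replication = each compound tested once, singlicate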
# SIAE primary – human SIAE inhibitors, primary screen, biochemical, fluorescence polarization, FP-Rh probe, 1536-well HTS. SIAE FP-Rh probe binding. inhibition, % at 9.66 µM. 370,000 tested, 0.69% active. AID 1053197, 2014;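 active = inhibition above a cutoff: mean of compounds within the control limits plus 3 SD of those, cut at about 17% in these data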;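 also: 0% = plate median of compound wells and 100% = probe without SIAE protein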
# PRMT1 inh – PRMT1 methyltransferase inhibitors, primary screen, biochemical, fluorescence polarization | Protein arginine N-methyltransferase 1 (Homo sapiens), Q99873 | inhibition, % at 2.79 µM | AID 652257, 2013 | 370,000 tested, 1.3% active | recombinant PRMT1, activity-based probe fluorescence polarization;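 active = inhibition above about 21% made by adding two undisclosed values, limit read from the data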
# Target sequence (Q99873 whole entry, looked up): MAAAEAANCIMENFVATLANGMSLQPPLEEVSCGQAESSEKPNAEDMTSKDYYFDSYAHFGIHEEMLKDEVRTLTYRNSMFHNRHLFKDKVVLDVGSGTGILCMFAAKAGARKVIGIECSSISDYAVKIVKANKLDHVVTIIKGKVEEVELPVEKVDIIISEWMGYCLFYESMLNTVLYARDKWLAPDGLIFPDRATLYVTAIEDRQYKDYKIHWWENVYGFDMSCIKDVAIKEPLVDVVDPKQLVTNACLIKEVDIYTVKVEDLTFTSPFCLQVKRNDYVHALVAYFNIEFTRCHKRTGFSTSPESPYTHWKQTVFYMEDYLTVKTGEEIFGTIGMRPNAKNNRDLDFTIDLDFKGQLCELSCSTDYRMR
# LEDGF integ inh – blockers of LEDGF/p75-dependent integrase strand transfer – biochemical, TR-FRET, high throughput, primary screen | HIV-1 integrase (with human LEDGF/p75) | TR-FRET IN-LEDGF/p75 DNA integration, Eu/Cy5 | inhibition, % at 3.7 µM | 370,000 tested, 0.64% active;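 active = inhibition above the screen-wide mean plus 3 SD, cut at about 13% in these data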;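 also: signal is the Cy5 over europium emission ratio at 671 and 618 nm; 0% = plate median of compound wells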
# Tn7 DDE FP – inhibitors of Tn7 peptide binding to fibrin DD(E), primary screen, biochemical, fluorescence polarization, human fibrin, Tn7 probe; Fibrinogen beta chain (Homo sapiens), P02675; FP displacement of FITC-Tn7 peptide from fibrin DD(E); 0% = median of compound wells per plate; inhibition, % at 8.3 µM; 370,000 tested, 0.13% active;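 active = inhibition above the mean of compounds falling within the control limits plus 3 SD of them, cut at about 14% in these data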;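 also: 0% = plate median of compound wells and 100% = 10 µM Aha-Tn7 peptide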
#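 assay system = human clot-derived fibrin DD(E) complex | quantity = Fibrin-DD(E) at 2 µM final | timing = 10 min preincubation, 3 h with tracer, room temperature | signal = fluorescence polarization | measure = percent inhibition | benchmarks = high control wells with 10 µM unlabelled Aha-Tn7 peptide (full inhibition) | replicates = singlicate testing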
# PG9 binder – binders of HIV-1 gp120 antibody PG9, primary screen, biochemical, TR-FRET. 360,000 tested, 0.43% active. HIV-1 gp120 / PG9 antibody interaction. AID 624416, 2012. TR-FRET gp120-PG9 antibody binding. inhibition, % at 6.7 µM; in the data active = inhibition above about 8.5%
# TCR CD3 inh – inhibitors of human TCR-CD3 interaction, primary screen, biochemical, fluorescence, TAMRA-labeled TCR probe; inhibition, % at 9.4 µM; AID 651800, 2012; 360,000 tested, 0.37% active; T-cell receptor (TCR); in the data active = inhibition above about 19%;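 also: recombinant mutant TCR 2C K166C tagged with TAMRA read by polarization; 0% = receptor in buffer alone and 100% = receptor with positive control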
# ABHD4 inh – ABHD4 inhibitors, primary screen, biochemical, fluorescence polarization, mouse. (Lyso)-N-acylphosphatidylethanolamine lipase (Mus musculus), Q8VD66. purified mABHD4, FP-Rh probe fluorescence polarization. inhibition, % at 8.92 µM. 370,000 tested, 0.54% active;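 active = inhibition exceeding the mean over every tested compound plus 3 SD, cut at about 30% in these data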;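 also: 0% = plate median of compound wells and 100% = S159A mutant with DMSO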
# Target sequence (Q8VD66 whole entry, looked up): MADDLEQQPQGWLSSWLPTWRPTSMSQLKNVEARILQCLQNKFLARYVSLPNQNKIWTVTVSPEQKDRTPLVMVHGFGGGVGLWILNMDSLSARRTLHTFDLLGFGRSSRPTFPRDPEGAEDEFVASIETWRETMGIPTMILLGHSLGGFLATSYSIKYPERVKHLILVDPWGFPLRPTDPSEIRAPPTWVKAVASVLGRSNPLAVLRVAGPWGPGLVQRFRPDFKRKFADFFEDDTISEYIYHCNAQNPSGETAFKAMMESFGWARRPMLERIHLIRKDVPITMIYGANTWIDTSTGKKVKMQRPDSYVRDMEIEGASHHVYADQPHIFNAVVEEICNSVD
#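 Material: mouse ABHD4 enzyme, wild type; Benchmarks: S159A mutant high control, sample median low control; Buffer or medium: HEPES pH 7.0, NaCl, Pluronic buffer; Signal: fluorescence polarization; Read-out: percent inhibition of probe binding, normalized to plate controls; Timing: pre-incubation 45 min, probe exposure 60 min, at 25 °C; Dosing: 8.92 µM, single dose.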
# HTRA1 inhibitor – HTRA1 serine protease inhibitors, primary screen, biochemical, fluorescence polarization, HTS | 340,000 tested, 0.5% active | Q92743 | recombinant HTRA1, FP-rhodamine activity-based probe | inhibition, % at 5.96 µM | AID 504803, 2011; in the data active = inhibition above about 36%;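 also: 0% = enzyme with DMSO and 100% = wells lacking enzyme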
# * hit, by the source's call; / = no result given.
SMILES,UHRF1 MBD2 ctr,TDP2 inh,SIAE primary,PRMT1 inh,LEDGF integ inh,Tn7 DDE FP,PG9 binder,TCR CD3 inh,ABHD4 inh,HTRA1 inhibitor
CN1CCC(=NNC(=O)C(=O)Nc2ccccc2)CC1,-3,-6,6,-1,-3,3,1.1,-2,-2,2
O=C(O)CCCNC(=O)c1nn(Cc2ccccc2)c(=O)c2ccccc12,1,17,-7,2,1,-8,-1.4,-3,8,4
O=C(COc1ccc(F)cc1)Nc1cc(S(=O)(=O)N2CCCCC2)ccc1N1CCCCC1,21,2,-4,0,4,-2,-0.2,9,-3,-27
COc1ccccc1C(=O)n1nc(-c2ccco2)nc1N,0,4,9,-1,-6,5,-0.8,3,2,17
COc1ccc(C(=O)Nc2cc(C)nn2-c2ccc(F)cc2)cc1,0,-1,4,1,4,2,0.1,-4,-4,-8
OCC1(Cc2ccccc2C(F)(F)F)CCN(Cc2ccccc2)CC1,4,-7,-8,0,-3,5,-2.2,-7,4,-6
Cc1cccc(CSc2ncnc3c2cnn3Cc2ccccc2)c1,-1,-6,-6,-2,-1,-5,0.8,2,0,-16
CCOc1cc(/C=N/NC(=O)C(N)=O)cc(Br)c1O,-3,5,2,-1,0,-5,-12,4,0,2
CS(=O)(=O)N1CCN(c2ccc(NC(=O)c3ccc(-c4ccc(Cl)cc4)o3)cc2)CC1,-1,-3,-1,0,-2,0,-0.3,6,3,1
Cc1ccc(OCCC(=O)OCC(=O)C(C)(C)C)cc1,0,1,1,-2,1,5,1.5,-5,3,3
Cc1ccc(OCc2nnc(SCC(=O)Nc3ccccc3-c3ccccc3)n2Cc2ccco2)cc1,-1,-8,-6,13,4,-7,/,/,-6,/
Cc1ccc(C)c(NC(=O)CCN2CCOCC2)c1,2,-8,-3,2,0,-2,-1.0,8,-1,2
Cc1ccc(C(=O)Nc2nnc(C)s2)cc1,8,-5,-1,5,-8,-2,-2.9,-8,-9,/
Cc1cccc(N2CN=C3SCC(=O)N3C2)c1,-3,-11,-1,-2,-1,4,0.3,8,-1,6
CC(NC(=O)CN1C(=O)NC2(CCCC2)C1=O)c1ccc(Cl)cc1Cl (stereo not given),1,9,-1,0,-3,6,-0.6,-3,2,4
CC(C)(C)C(=O)O/N=C1/C(=O)N(c2ccccc2)c2ccccc21,-3,7,-15,-1,0,-2,0.8,2,-2,-3
COc1ccc(CN2C(=O)CS(=O)CC2=O)cc1OC,1,5,1,5,-2,-6,-2.2,-5,-6,6
CCOc1cc(N2C(=O)CC3CS(=O)(=O)CC32)c(OCC)cc1NC(=O)c1ccccc1 (stereo not given),-1,9,-1,-3,-3,2,-1.4,1,-2,1
CCCCn1c(N)c(N(CCOC)C(=O)COC(=O)CCOc2ccccc2)c(=O)[nH]c1=O,3,9,4,2,-4,1,0.0,0,-1,2
COc1ccc([C@H]2C(C(=O)O)=C[C@@H](C(C)(C)C)N2S(=O)(=O)c2ccccc2)cc1,3,11,8,-1,-2,0,-0.6,0,4,4
COC(=O)C1=CN(C2CC2)C=C(C(=O)OC)C1c1ccccc1OC,-2,-1,1,0,1,8,0.5,6,4,-3
CN1CCN(c2ccc([N+](=O)[O-])cc2C(=O)N2CCOCC2)CC1,0,-3,3,0,3,3,2.8,1,1,0
O=C(NCCc1ccc(Cl)cc1)c1ccc2c(c1)OCO2,-1,17,-1,-2,0,-2,0.8,6,-5,-3
CCOC(=O)C1CCN(CC(O)COc2ccc(C(C)(C)CC)cc2)CC1 (stereo not given),1,-16,-2,-7,3,-4,-1.6,-3,-4,2
COc1ccccc1N1C(=O)S/C(=C\c2cccs2)C1=O,-1,12,-10,2,0,-8,-0.3,4,6,2
CC(=O)Nc1ccc(NC(=O)CSc2ccc3nnc(CCNC(=O)c4ccccc4)n3n2)cc1,2,15,0,1,-5,0,-0.2,7,3,4
Cc1ccnn1CCSCC(=O)O,5,-6,-6,1,0,-2,1.1,-6,-1,8
C=CCN=C1NN=C(c2cc(C)n(CCOC)c2C)CS1,-2,-5,10,7,6,4,-1.4,-2,10,-2
CCn1c(CCNC(=O)c2ccco2)nc2ccccc21,0,-3,-3,-1,-1,3,-0.3,6,1,-3
Cc1ccc(S(=O)(=O)N2[C@@H](c3ccccc3)C(C(=O)O)=CC[C@H]2c2cccs2)cc1,-2,-5,4,1,4,2,0.8,1,6,-6
CC(=O)Oc1ccc(C(=O)O)cc1OC(C)=O,-5,6,9,-2,-1,1,0.8,5,2,2
COc1cc2c(cc1OC)CN(C(=S)Nc1ccccc1)CC2,3,0,-1,2,-5,1,-0.4,-6,6,-8
Cc1ccc(-n2nc(C)c3c(C)cc(=O)[nH]c32)cc1,-4,-8,4,0,4,2,-3.0,4,-7,-1
CCN(CC(=O)Nc1ccccc1C(F)(F)F)C(=O)c1cccc(N2C(=O)CCC2=O)c1,-2,-6,7,-1,0,1,-1.1,0,0,-1
COc1ccc(C)cc1S(=O)(=O)Nc1cccnc1,1,12,-2,-2,-1,1,0.0,6,0,-5
COc1cc(C(=O)NCC(c2ccco2)N2CCCC2)ccc1OCc1ccccc1 (stereo not given),2,1,-1,-2,3,-6,2.7,4,-2,2
O=C(/C=C/c1ccc(Cl)cc1Cl)N(Cc1ccccc1)C1CCS(=O)(=O)C1 (stereo not given),0,5,3,-2,1,0,0.5,5,4,2
CCC1CCCCN1C(=S)NC(=O)c1ccc(F)c(S(=O)(=O)N2CCOCC2)c1 (stereo not given),0,-6,2,6,-2,1,0.0,-6,3,8
COc1ccc(C(=O)NCCc2nnc3ccc(SCC(=O)N4CCOCC4)nn23)cc1,1,-4,-2,-5,-1,-6,-0.2,13,4,0
CCN1CCN(Cc2ccc(NC(=O)Nc3ccc(OC)cc3)cc2)CC1,-1,5,8,-8,6,5,0.9,4,-2,0

# Random excerpt: two entries already listed, in no set order.
SMILES,UHRF1 MBD2 ctr,TDP2 inh,SIAE primary,PRMT1 inh,LEDGF integ inh,Tn7 DDE FP,PG9 binder,TCR CD3 inh,ABHD4 inh,HTRA1 inhibitor
COc1cc(C(=O)NCC(c2ccco2)N2CCCC2)ccc1OCc1ccccc1 (stereo not given),2,1,-1,-2,3,-6,2.7,4,-2,2
Cc1ccnn1CCSCC(=O)O,5,-6,-6,1,0,-2,1.1,-6,-1,8

# Going on with the list:
SMILES,UHRF1 MBD2 ctr,TDP2 inh,SIAE primary,PRMT1 inh,LEDGF integ inh,Tn7 DDE FP,PG9 binder,TCR CD3 inh,ABHD4 inh,HTRA1 inhibitor
CC(=O)Nc1cc(-c2ccc(C(=O)N3CCOCC3)cc2)cn2c(-c3cccc(C(F)(F)F)c3)cnc12,1,5,-6,4,-2,-4,0.8,0,5,/
Cc1ccc(CNC(=O)C(Cc2ccccc2)NS(=O)(=O)c2cccs2)cc1 (stereo not given),2,-3,-4,-2,-4,-6,-0.9,-1,-3,-18
O=C(C[n+]1ccccc1)N/N=C/c1c(F)cccc1Cl,2,-9,4,-3,6,-5,-1.7,3,-5,4
O=C(Nc1cccc(F)c1)c1cc(S(=O)(=O)N2CCOCC2)cs1,-1,-6,3,2,0,-3,1.1,2,-2,-5
CCn1cc(C(=O)NCC2CCCO2)c(=O)c2cc(F)c(N3CCN(C)CC3)cc21 (stereo not given),3,1,2,1,3,4,-2.5,4,3,-1
COc1ccc(Nc2nc3ccccc3n3cnnc23)cc1,-6,6,0,-2,0,-4,0.5,-7,0,-2
O=[N+]([O-])c1cccc(C=Nc2cccc3ccccc23)c1O,-7,2,9,4,-4,6,-1.8,8,25,24
CC(C)C[C@H](NC1(C(=O)NC2CCCCC2)CCOCC1)C(=O)NCC(c1ccccc1)c1ccccc1,3,3,-4,3,-7,-3,/,/,9,/
Fc1ccccc1Cc1noc(CN2CCCC(CN3CCOCC3)C2)n1 (stereo not given),-1,11,4,0,0,-3,0.3,3,-1,5
COc1cccc(C(=O)O[C@H]2[C@H](C)NS(=O)(=O)[C@H]3C[C@@H]4C=C[C@]23O4)c1,-1,-1,9,0,-1,-5,0.0,4,1,2

# Structures listed so far containing fluorine, in the order listed:
SMILES,UHRF1 MBD2 ctr,TDP2 inh,SIAE primary,PRMT1 inh,LEDGF integ inh,Tn7 DDE FP,PG9 binder,TCR CD3 inh,ABHD4 inh,HTRA1 inhibitor
O=C(COc1ccc(F)cc1)Nc1cc(S(=O)(=O)N2CCCCC2)ccc1N1CCCCC1,21,2,-4,0,4,-2,-0.2,9,-3,-27
COc1ccc(C(=O)Nc2cc(C)nn2-c2ccc(F)cc2)cc1,0,-1,4,1,4,2,0.1,-4,-4,-8
OCC1(Cc2ccccc2C(F)(F)F)CCN(Cc2ccccc2)CC1,4,-7,-8,0,-3,5,-2.2,-7,4,-6
CCN(CC(=O)Nc1ccccc1C(F)(F)F)C(=O)c1cccc(N2C(=O)CCC2=O)c1,-2,-6,7,-1,0,1,-1.1,0,0,-1
CCC1CCCCN1C(=S)NC(=O)c1ccc(F)c(S(=O)(=O)N2CCOCC2)c1 (stereo not given),0,-6,2,6,-2,1,0.0,-6,3,8
CC(=O)Nc1cc(-c2ccc(C(=O)N3CCOCC3)cc2)cn2c(-c3cccc(C(F)(F)F)c3)cnc12,1,5,-6,4,-2,-4,0.8,0,5,/
O=C(C[n+]1ccccc1)N/N=C/c1c(F)cccc1Cl,2,-9,4,-3,6,-5,-1.7,3,-5,4
O=C(Nc1cccc(F)c1)c1cc(S(=O)(=O)N2CCOCC2)cs1,-1,-6,3,2,0,-3,1.1,2,-2,-5
CCn1cc(C(=O)NCC2CCCO2)c(=O)c2cc(F)c(N3CCN(C)CC3)cc21 (stereo not given),3,1,2,1,3,4,-2.5,4,3,-1
Fc1ccccc1Cc1noc(CN2CCCC(CN3CCOCC3)C2)n1 (stereo not given),-1,11,4,0,0,-3,0.3,3,-1,5
